Bioassay records from PubChem BioAssay.
NS5 inhibitors – Dengue-2 NS5 methyltransferase inhibitors, primary screen, biochemical, confirmation dose response (AID 588689). hit rate 0.3% among 340,000. inhibition, % at 25 µM, or IC50 in µM where a hit was titrated. Dengue-2 NS5 methyltransferase capping enzyme assay, biochemical; higher % means a stronger effect; in the data active = a potency from the dose series; inconclusive = inhibition above about 29% without an active follow-up result
T cell HTS – T cell immune modulation candidate; 2C CD8+ T cell-vesicle binding, flow cytometry; active compounds read low; calls only at 7 µM; hit rate 0.068% among 330,000; AID 2052;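 active = response, share of CD8 T cells binding vesicles, and their 90th percentile fluorescence all below set limits, cut at about 80% in these data, passing the limit was not always enough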
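Test system: purified 2C TCR transgenic mouse naive CD8+ T cells. Probe or stimulus: QL9-peptide-loaded Drosophila micro-vesicles bearing Ld, ICAM-1 and B7-1. Incubation: binding step 1.5 h, 37 °C, antibody labelling 20 min, ice. Measured by: flow cytometry of vesicle-bound cells.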
MgcRacGAP inhibition – MgcRacGAP GTPase-activating activity inhibitors, confirmation, biochemical, ADP Hunter fluorescence | MgcRacGAP-stimulated Rac1 GTP hydrolysis, ADP Hunter fluorescence; higher % means a stronger effect; GST-tagged Rac1 F28L mutant substrate | AID 624330 | hit rate 0.6% among 340,000 | inhibition, % at 30 µM; hits with a dose series show IC50 in µM;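 active = first-screen hits whose inhibition reached a set limit at any dose in the follow-up dose series; inconclusive = inhibition above the set first-screen limit but never retested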;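 also: fluorescence reports GDP produced by GAP-driven GTP hydrolysis; strong numbers were not always called active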
Large T inhibition – TAg ATPase/helicase activity blockers – biochemical (AID 1903) | SV40 large T antigen ATPase/helicase inhibition assay; higher % means a stronger effect | inhibition, % at 20 µM; hits with a dose series show IC50 in µM | hit rate 0.39% among 310,000; in the data active = a potency from the dose series; inconclusive = inhibition mostly from about 32% at the one dose, without a potency; inactive = the rest, 99 in 100 with inhibition below about 32%; also: strong numbers were not always called active
West Nile antiviral – West Nile virus antiviral activity, cell-based, CPE readout (AID 1621). West Nile virus-infected cells, CPE inhibition; higher % means a stronger effect. CPE inhibition, % at 10 µM, or IC50 in µM where a hit was titrated. hit rate 0.02% among 290,000; in the data active = a potency from the dose series; inconclusive = CPE inhibition mostly from about 3.7% at the one dose, without a potency; inactive = the rest, 99 in 100 with CPE inhibition below about 2.2%; also: strong numbers were not always called active
RSV CPE inhibition – RSV antiviral activity via CPE protection, HEp-2 cells, primary 10 µM value included (AID 2391); HEp-2 cells, RSV-induced CPE inhibition; higher % means a stronger effect; CPE inhibition, % at 10 µM; hits with a dose series show IC50 in µM; hit rate 0.13% among 310,000; in the data active = a potency from the dose series; inconclusive = CPE inhibition mostly from about 23% at the one dose, without a potency; inactive = the rest, 99 in 100 with CPE inhibition below about 21%; also: strong numbers were not always called active
UTI89 phage lysis – inhibition of K1F phage lysis, E. coli UTI89, bacterial capsule biogenesis inhibitors, alamar blue (AID 488966); E. coli UTI89 K1F phage lysis, alamar blue, 2 h; higher % means a stronger effect; one-dose inhibition, % at 100 µM; IC50 in µM for titrated hits; hit rate 0.02% among 340,000;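 active = phage lysis inhibition, versus mean bacterial control, above a set limit; inconclusive = no clear call, values can overlap the other calls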;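 also: capsule biogenesis inhibitors block K1F phage lysis so surviving cells raise fluorescence; higher fluorescence means more inhibition of phage lysis; actives were called in the ten point dose series up to 300 µM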
NTR1 agonist – NTR1-driven beta-arrestin-GFP spot formation – imaging, U2OS cells, high content, primary screen (AID 493036); activation, % at 20 µM; agonist mode; hit rate 0.17% among 330,000; P30989;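 active = activation at or above 40% of the spot to cytoplasm intensity ratio, with at least 20 cells analyzed; inconclusive = wells under 20 cells, flagged as cytotoxic or low count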;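 also: 0% = DMSO without peptide and 100% = 100 nM NTR1 peptide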
Target sequence (P30989 whole entry, looked up): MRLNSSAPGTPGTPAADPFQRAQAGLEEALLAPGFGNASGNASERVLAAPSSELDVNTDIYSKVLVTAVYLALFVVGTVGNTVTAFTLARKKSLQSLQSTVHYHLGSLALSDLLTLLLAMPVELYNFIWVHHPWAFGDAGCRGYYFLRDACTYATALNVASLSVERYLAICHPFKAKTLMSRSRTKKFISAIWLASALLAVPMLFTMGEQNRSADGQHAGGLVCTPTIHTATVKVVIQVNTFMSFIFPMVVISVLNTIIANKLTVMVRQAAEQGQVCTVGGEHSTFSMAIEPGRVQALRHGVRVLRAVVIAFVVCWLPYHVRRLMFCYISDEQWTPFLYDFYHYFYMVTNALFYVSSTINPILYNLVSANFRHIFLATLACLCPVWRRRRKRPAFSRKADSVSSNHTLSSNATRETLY
PhoP inhibition – inhibitors of PhoP regulon expression, primary screen, Salmonella Typhimurium, GFP reporter (AID 1863) | S. Typhimurium PhoP-regulated promoter GFP reporter, 4 h; higher % means a stronger effect | one-dose inhibition, % at 50 µM; IC50 in µM for titrated hits | hit rate 0.16% among 300,000;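 active = inhibition over 29.93%, a cutoff 3 SD above the screen mean, later confirmed by dose response; inconclusive = inhibition over 29.93% but no dose response follow-up; inactive = inhibition at most 29.93% or unconfirmed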;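 also: 0% = low Mg2+ inducing control and 100% = high Mg2+ repressing control; strong numbers were not always called active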
T cell HTS vesicle-bound % – further read-out of T cell HTS, marked with its call; double positive events, %; measured here: CD8+ vesicle-bound cell fraction;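 binding gate set so that unloaded-vesicle control wells show 10% double positive cells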
NTR1 agonist cell count 20 µM – second read-out of NTR1 agonist, no call of its own (marks repeat the call); cell count; measured here: cell count, cytotoxicity flag
Numbers without * were called inactive; i = inactive; ? = inconclusive; . = not tested or not shown; [ ] = dose if it differs, or a comment.

1: O=C(C1CCCN1C(=O)c1cccs1)N1CCN(S(=O)(=O)c2ccc(F)cc2)CC1 (centres undefined)
2: O=C1/C(=C/c2cccnc2)SC(=S)N1N1CCOCC1
3: CC1CN(c2snnc2C=C2C(=O)OC(C)(C)OC2=O)CC(C)O1 (centres undefined)
4: O=S1(=O)C=C(SCc2ccc(Cl)c(Cl)c2)Nc2ccccc21
5: COc1ccc(Nc2nc(N)nc(CSc3nnc(C)s3)n2)cc1
6: O=C(NNc1ccccc1)C(CCO)C(=O)NNc1ccccc1
7: Cc1ccc(S(=O)(=O)N2CCCN(C(=O)CNC(=O)c3cccc(C)c3)CC2)cc1
8: Cc1ccc(S(=O)(=O)n2nc(C)c(C#N)c2N)cc1

assay / entry	1	2	3	4	5	6	7	8
NS5 inhibitors	5%	-8%	8%	1%	5%	3%	0%	-2%
T cell HTS	i	i	i	i	i	i	i	i
T cell HTS vesicle-bound %	43	46	7	22	16	61	35	33
MgcRacGAP inhibition	4%	-2%	6%	8%	10%	3%	0%	11%
Large T inhibition	.	17%	9%	9%	-3%	5%	.	23%
West Nile antiviral	.	0.2%	-0.8%	-0.1%	0.4%	-0.5%	.	0.2%
RSV CPE inhibition	-0.8%	-0.2%	0.6%	20%	0.6%	-0.3%	0.6%	1.8%
UTI89 phage lysis	0.4%[50 µM]	-1.6%	0.6%	1.6%[50 µM]	0.4%	1.1%	0.0%[50 µM]	2.0%
NTR1 agonist	-2.9	1.0	-0.6	5.5	0.0	-0.5	0.7	0.8
NTR1 agonist cell count 20 µM	100	43	51	53	49	76	64	49
PhoP inhibition	.	0%	0%	7%	-10%	-3%	.	-2%

Looked up above:
no. 3 in RSV CPE inhibition shows 0.6%
no. 8 in RSV CPE inhibition shows 1.8%

Next section:
9: CCOC(=O)C1CCN(C(c2ccccn2)c2c(C)[nH]c3ccccc23)CC1 (centres undefined)
10: CC(NC(=O)c1ccc(F)cc1)c1nc2ccccc2n1Cc1ccccc1F (centres undefined)
11: Cc1ccccc1CC1(CO)CCCN(Cc2nc(-c3cccs3)oc2C)C1 (centres undefined)
12: Cc1ccc(OCc2nnc(N)s2)cc1C
13: O=C(NCc1ccccc1Cl)C(=O)c1c[nH]c2ccccc12
14: COC(=O)Cc1c(O)ccn(Cc2cccc3ccccc23)c1=O
15: Nc1ccnc(C(F)(F)F)c1C(=O)c1ccccc1
16: O=C(O)c1ccc(S(=O)(=O)c2ccc3c(c2)C(=O)N(c2ccc(O)cc2)C3=O)cc1

assay / entry	9	10	11	12	13	14	15	16
NS5 inhibitors	-8%	-6%	-4%	.	0%	2%	-2%	1%
T cell HTS	i	i	i	i	i	i	i	i
T cell HTS vesicle-bound %	17	21	46	37	52	19	4	22
MgcRacGAP inhibition	18%	0%	8%	.	6%	4%	7%	19%
Large T inhibition	31%	-3%	-12%	2%	5%	26%	6%	38%
West Nile antiviral	0.1%	2.4%	-0.8%	0.1%	0.9%	0.1%	-0.1%	0.1%
RSV CPE inhibition	1.8%	0.8%	12%	2.6%	39%	-1.0%	0.5%	-0.2%
UTI89 phage lysis	-0.4%	5.8%	0.1%	.	0.4%	2.1%	0.1%	0.2%
NTR1 agonist	5.3	1.7	0.5	0.2	-1.4	-2.4	-1.4	0.1
NTR1 agonist cell count 20 µM	37	52	81	57	74	84	61	70
PhoP inhibition	10%	3%	6%	-2%	2%	-3%	19%	-6%

17: O=C(CN(Cc1ccccc1)C(=O)c1ccco1)NCc1ccc(F)cc1
18: COc1ccc(NC(=O)C(=O)N/N=C/c2cc(C)n(-c3cccc(Cl)c3Cl)c2C)c(OC)c1
19: CCCCSCCCNC(=O)c1ccc2c(c1)N(CC)C(=O)c1ccccc1S2=O (centres undefined)
20: CCOc1ccc2c(C)nc(NC3=NC(C)(C)C=C(C)N3)nc2c1
21: Cc1ccc(/C=C2\SC(=S)N(c3cccnc3)C2=O)cc1
22: Cc1ccc(C)c(NS(=O)(=O)c2cc(C(=O)NCCSC3CCCCC3)ccc2C)c1
23: Cc1nn(-c2ccccc2)c(C)c1NC(=O)COc1ccc([N+](=O)[O-])cc1
24: C=CCN(c1ccccc1)S(=O)(=O)c1cccc(C(=O)NC2CCC(O)CC2)c1 (centres undefined)

assay / entry	17	18	19	20	21	22	23	24
NS5 inhibitors	-1%	-8%	-2%	-16%	-17%	-8%	2%	-10%
T cell HTS	i	i	i	i	i	i	i	i
T cell HTS vesicle-bound %	56	36	24	39	26	23	38	56
MgcRacGAP inhibition	3%	-4%	.	11%	13%	3%	6%	1%
Large T inhibition	12%	27%	1%	27%	14%	4%	17%	6%
West Nile antiviral	-0.9%	0.4%	-1.1%	1.8%	-1.6%	-0.8%	.	.
RSV CPE inhibition	0.7%	11%	1.8%	1.6%	5.6%	7.1%	-0.5%	-0.9%
UTI89 phage lysis	-0.2%	1.1%[50 µM]	-0.1%	5.5%	0.1%	5.6%	1.1%[50 µM]	-1.7%
NTR1 agonist	-1.2	1.1	2.1	11	7.5	5.7	-0.7	-1.6
NTR1 agonist cell count 20 µM	50	62	70	89	39	58	67	56
PhoP inhibition	0%	3%	6%	1%	-4%	-10%	5%	4%

New compounds follow.
nr	structure	NS5 inhibitors	T cell HTS	T cell HTS vesicle-bound %	MgcRacGAP inhibition	Large T inhibition	West Nile antiviral	RSV CPE inhibition	UTI89 phage lysis	NTR1 agonist	NTR1 agonist cell count 20 µM	PhoP inhibition
25	CC1(C)CC(=O)C(CC(=O)Nc2cc(C(F)(F)F)ccc2Cl)C(=O)C1	-5%	i	35	4%	6%	-0.1%	2.1%	0.5%	-0.6	54	-15%
26	CC1CCCCN1Cc1c(O)ccc2c(=O)c(-c3ccc(Br)cc3)coc12 (centres undefined)	-7%	.	.	6%	.	-0.4%	.	0.3%	2.7	107	.
27	O=C(O)CCCNC(=O)CCCNC(=O)C(c1ccccc1)c1ccccc1	5%	i	23	-6%	7%	0.5%	-0.3%	1.4%	-0.2	38	-20%
28	CC(OC(=O)C1CCN(c2ccc(C(F)(F)F)cn2)CC1)C(=O)Nc1ccc(S(N)(=O)=O)cc1 (centres undefined)	-4%	i	59	6%	11%	-0.3%	1.5%	0.1%[50 µM]	0.5	54	-2%
29	O=S(=O)(c1ccc(-n2cnnn2)cc1)N1CCNCC1	-7%	i	30	3%	14%	-0.3%	0.6%	-0.2%	-1.0	72	-9%
30	CCCCn1c(N)c(N(CCC(C)C)C(=O)C2CC(=O)N(CCc3ccc(OC)c(OC)c3)C2)c(=O)[nH]c1=O (centres undefined)	-2%	i	56	1%	11%	.	1.3%	0.4%[50 µM]	0.8	67	3%
31	CN(C)CCCN(C(=O)C1=COCCO1)c1nc2ccc(Br)cc2s1	-1%	i	67	7%	10%	?	1.2%	-0.2%	3.4	61	5%
32	COC(=O)c1sc(N)c(C(=O)OC)c1CSc1nnc(-c2ccccc2Cl)n1C	0%	i	56	6%	18%	1.4%	0.3%	0.3%	1.7	82	-7%
33	O=C(Sc1cccc2cccnc12)c1ccccc1Br	6%	i	50	?	21%	?	17%	-0.7%	8.3	57	4%
34	O=C(COc1ccccc1/C=C1\SC(=S)NC1=O)Nc1ccc(F)cc1	0%	i	27	7%	.	.	.	1.2%	12	49	.
35	COC(=O)c1sc(NC(=O)CSc2nnnn2C)nc1C	-1%	i	38	6%	10%	-0.4%	0.5%	0.0%	-0.4	35	-3%
36	CCOc1ccc(CCNC(=O)Cn2c(-c3nonc3N)nc3ccccc32)cc1OCC	11%	i	55	7%	0%	0.5%	-0.3%	1.2%	0.7	64	5%
37	COCCCN1CN(S(=O)(=O)c2cccs2)c2nc3ccccc3nc21	-12%	i	40	5%	16%	-0.4%	0.5%	-0.3%	1.6	48	-10%
38	COc1ccc(NC(=S)NCCCCCC(=O)C[N+](=O)[O-])cc1	-12%	i	55	5%	1%	0.3%	0.1%	-1.3%	1.3	38	-1%
39	CCN(CC)S(=O)(=O)c1ccc(C(=O)OCC(=O)Nc2ccc(-c3nc4ccc(C)cc4s3)cc2)cc1	-1%	i	48	8%	1%	-1.2%	?	5.4%	1.3	53	-10%
40	C#CCOCCOCCOCCNc1nc(N2CCN(C(=O)C([C@@H](C)CC)n3cc(C(N)CO)nn3)CC2)nc(N2CCN(C(=O)C([C@@H](C)CC)n3cc(C(N)COC(=O)C(F)(F)F)nn3)CC2)n1 (some centres undefined)	.	i	23	.	12%	-0.1%	3.9%	.	3.6	74	.
41	O=C(Nc1nc(-c2ccc(F)cc2)cs1)c1ccc(N2C(=O)CCC2=O)cc1	0%	i	38	-5%	28%	.	1.4%	-1.2%	1.4	72	9%
42	Nc1c(C(=O)Nc2cccc(Cl)c2Cl)sc2nc(-c3cccnc3)ccc12	-6%	i	22	7%	5%	?	-0.4%	1.7%	.	.	-12%

Retrieved one by one from above:
nr	structure	NS5 inhibitors	T cell HTS	T cell HTS vesicle-bound %	MgcRacGAP inhibition	Large T inhibition	West Nile antiviral	RSV CPE inhibition	UTI89 phage lysis	NTR1 agonist	NTR1 agonist cell count 20 µM	PhoP inhibition
39	CCN(CC)S(=O)(=O)c1ccc(C(=O)OCC(=O)Nc2ccc(-c3nc4ccc(C)cc4s3)cc2)cc1	-1%	i	48	8%	1%	-1.2%	?	5.4%	1.3	53	-10%
26	CC1CCCCN1Cc1c(O)ccc2c(=O)c(-c3ccc(Br)cc3)coc12 (centres undefined)	-7%	.	.	6%	.	-0.4%	.	0.3%	2.7	107	.
